# Cav32 inh: inhibitors of human Cav3.2 T-type calcium channel; O95180; Cav3.2-expressing cells, Fluo-4 calcium fluorescence FDSS; active compounds read low; B-score at 10 µM; 100,000 compounds, 4% hits; AID 449739;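 active = single-dose well whose peak fluorescence ratio is a statistical outlier from its plate by either plate-standardised score or position-corrected B-score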
# * hit, by the source's call. A portion of the library, so the mix of outcomes need not match the whole.
Cav32 inh	SMILES
0.43	O=c1/c(=C\c2ccc3c(c2)OCO3)sc2n1CCCN=2
0.74	COc1ccc(OCCC(=O)OCC(=O)NC(=O)NC(C)(C)C)cc1
-0.69	O=C(CSc1ncnc2scc(-c3ccc(Cl)cc3)c12)NCc1ccc2c(c1)OCO2
0.28	Nc1nnc(-c2ccccc2Cl)s1
-3.8*	CC(=O)Nc1cccc(NC(=O)CSc2ncc(-c3ccc(Cl)cc3)n2Cc2ccco2)c1
0.36	CN1CCN(/C=N/c2c(C#N)cnn2C)CC1
0.38	CCOC(=O)N1CCC(N2C(=O)c3ccccc3C2Nc2ccccc2)CC1 (stereo unspecified)
-0.64	CCC(=O)Nc1nonc1-c1nc2ccccc2n1Cc1ccccc1
-0.2	COc1ccccc1-c1cn(S(=O)(=O)c2ccc(C)cc2)nc1N
-3.1	Fc1ccccc1OCCSc1nnnn1-c1ccccc1
-4.2*	O=C(CCC1N=C2c3ccccc3N=C(SCc3ccccc3Cl)N2C1=O)NCc1ccco1 (stereo unspecified)
0.052	Cc1cc(C(=O)N2CCCCCC2)cs1
0.2	Cc1ccc(S(=O)(=O)N2CCOC2CNC(=O)C(=O)NCc2ccco2)cc1 (stereo unspecified)
0.7	O=C(c1cccs1)N1CCN(C/C=C/c2ccccc2)CC1
-0.79	Cc1ccc(C2=N/C(=C\N(C)C)C(=O)O2)cc1
0.57	O=C(Nc1ccccc1NC(=O)NC1CCCCC1)NC1CCCCC1
-0.041	CCOC(=O)c1c(CN2CCCCC2)n(C)c2cc(Br)c(O)c(CN(C)C)c12
0.55	Cc1ccc(-c2c3c([nH]c(=S)c2C#N)CCCC3)o1
0.58	O=C(CN(Cc1ccc(F)cc1)C(=O)Cn1nnc2ccccc21)NCC1CCCO1 (stereo unspecified)
-0.12	CC(=O)c1cccc(NS(=O)(=O)c2cc(OCC(N)=O)c(C)cc2Cl)c1
-1.6	CC1(C)[C@@H](O)CC[C@]2(C)C3C(O)C=C4[C@H]5C[C@@](C)(C(=O)O)CC[C@]5(C)CC[C@]4(C)[C@]3(C)CC[C@@H]12 (stereo partly specified)
0.39	COc1ccc(S(=O)(=O)N2CCCC(C(=O)NC3CCCCC3)C2)cc1 (stereo unspecified)
0.46	Cc1ccc(S(=O)(=O)/N=C2\C(=O)c3ccccc3C([O-])=C2n2cc[n+](CCC(C)C)c2)cc1
-0.46	COc1ccc(CCNC(=O)C2CC(c3ccccc3[N+](=O)[O-])=NO2)cc1 (stereo unspecified)
0.87	CCc1ccccc1S(=O)(=O)Cc1ccc(C(=O)NCc2ccc3c(c2)OCO3)o1
-0.0069	COC(C[C@@H]1O[C@@H]1C(=O)[C@H](C)OCc1ccccc1)OC
0.58	CC(C)=CCC/C(C)=C/CC(C)(C)CNCCN1CCNCC1
-1.3	c1ccc(-c2oc3ncnc(NCCCn4ccnc4)c3c2-c2ccccc2)cc1
0.25	CCN(CC)P(=O)(/C(Cl)=C\Nc1c(C)n(C)n(-c2ccccc2)c1=O)N(CC)CC
-0.63	CCOc1ccc(CCN2C(=O)C(=O)N([C@H](CCCN(C)Cc3ccccc3)CNCc3ccccc3)C[C@@H]2C(C)C)cc1
-2.3	Cc1nn(-c2ccccc2)c(Cl)c1C(=O)OC(C)C(=O)NC(=O)NC1CCCCC1 (stereo unspecified)
0.73	COC(Cc1n[nH]c(=S)n1-c1ccccc1)OC
-0.49	CC1=CC(C)(C)N(C(=O)CSc2nccn2C)c2cc(C)ccc21
1.3	O=C(Cn1c(=O)n(-c2ccc(F)cc2)c(=O)c2sccc21)N1CCCC1
0.57	CCn1c(-c2ccccc2Cl)nn(CC(=O)Nc2ccc(OC)cc2)c1=S
0.29	CC(NC(=O)CSc1nnc(-c2cc3cc(Cl)ccc3o2)n1C)c1ccccc1 (stereo unspecified)
-2.8	C=CCOC(=O)C1=C(C)NC(=O)NC1c1cn(-c2ccccc2)nc1-c1cccs1 (stereo unspecified)
2.1	S=c1sc2c(N3CCOCC3)ncnc2n1-c1ccccc1
-0.36	Cc1cccc(OC(=O)c2cn(C)nc2C(F)(F)F)c1C
0.018	COC(=O)Cn1c2ccc(OC)cc2c2nc3ccccc3nc21
0.22	O=C(O)c1ccc(C2CCCCC2)cn1
-0.15	O=C(NCc1ccccc1)c1ccco1
0.32	COc1ccc(CC(=O)Nc2nnc(C)s2)cc1
1.1	COc1cccc(N(CC(=O)Nc2ccc3c(c2)OCO3)S(=O)(=O)c2ccccc2)c1
-1	O=C(COC(=O)C12CC3CC(CC(C3)C1)C2)Nc1ncc(Cl)cc1Cl
0.77	CC(=O)c1cccc(NC(=O)C2CCCC2)c1
-2.4	Cc1ccccc1NC(=O)Cc1nnc(SCc2ccc(Cl)c(Cl)c2)n1C
1.4	CN(CCCNC(=O)c1cn(C)c2ccc(S(=O)(=O)N(C)C)cc2c1=O)c1ccccc1
0.62	COc1ccc(C2=NOC(C(=O)N3CCCCCC3)C2)cc1OC (stereo unspecified)
0.76	CN=c1scc(C)n1/N=C/c1ccc(O)cc1O

# More results
Cav32 inh	SMILES
-1.2	Brc1ccccc1-n1nnc(-c2cnc3ccccc3c2)n1
0.56	O=C(Nc1ccc2c(c1)OCO2)C1CCN(S(=O)(=O)c2ccc3c(c2)OCCO3)CC1
1.3	CN(C)CCNC(=O)C12CC3(C)CC(C)(CC(C)(C3)C1)C2
-4.2*	Cn1cccc1Cc1nnc(SCC(=O)Nc2ccc(F)cc2)n1-c1ccc(F)cc1
-1.1	COc1ccc(N(C2CSC2)S(=O)(=O)c2ccccc2)cc1
1.2	COCCCNC(=O)CS(=O)(=O)Cc1nc(-c2ccccc2C)oc1C
0.98	CCOC(=O)C1CCCN(C(=O)c2cn(CC)c3ccc(S(=O)(=O)N4CCCC4)cc3c2=O)C1 (stereo unspecified)
0.024	COc1ccc(NC(=O)c2cccnc2Nc2ccc(OC)cc2)cc1
-0.0052	COC(=O)C1=C(C)N(Cc2cccnc2)C(=O)C1
-0.53	CN1CCN(C(=O)c2ccc3c(c2)OCCO3)CC1
-0.43	Cc1noc(C)c1CSc1ccccc1C(=O)N1CCN(c2ccccc2)CC1
-0.14	CC(=O)c1cc(-c2nc3ccccc3n2C)n(C)c1
-2.3	Cc1cc(NC(=O)COC(=O)[C@H](Cc2c[nH]c3ccccc23)NC(=O)c2ccc(F)cc2)no1
-0.28	Cc1ccc(OC(C)C(=O)N2CCc3ccccc32)cc1 (stereo unspecified)
0.14	O=C(O)[C@@H](c1ccccc1)N1Cc2ccccc2C1=O
-2.7	COc1ccc(N(C(=O)c2cccc([N+](=O)[O-])c2)S(=O)(=O)c2ccc3c(c2)n(C)c(=O)n3C)cc1
-1.4	O=C(O/N=C\c1ccc(N2CCCCC2)c([N+](=O)[O-])c1)c1cccc(C(F)(F)F)c1
-0.48	COc1ccc(Nc2nc(C)c3ccccc3n2)cc1
0.37	O=C(O)c1ccccc1S(=O)(=O)NCC(O)COc1ccc(Br)cc1 (stereo unspecified)
-4	O=C(CN1CCCN(Cc2ccc(F)cc2Cl)C1=O)NC1CCCCCC1
-0.13	CC1=CC(C)(C)NC(=S)N1c1cccc(C)c1
-0.6	COc1ccccc1/C=N/NC(=Nc1ccc(C)cc1)c1nc2ccccc2s1
-0.028	C=CCn1c(=N)c(C(=O)NCCCOC)cc2c(=O)n3cccc(C)c3nc21
-0.069	COC(=O)c1ccc2c(c1)N(C)CCS2
0.058	Cc1ccc(N2C(=O)[C@@H]3[C@H](C2=O)C2c4ccccc4C=CN2[C@@H]3C(=O)c2ccco2)c(C)c1 (stereo partly specified)
0.64	CC1(C)CC(=O)C2=C(C1)NC(=O)CC2C(=O)NCc1ccc(F)cc1 (stereo unspecified)
0.11	Cc1csc(=NC(=O)c2ccccc2)n1C
-0.39	CCC1Sc2ccccc2N(CC(=O)NCc2ccccc2OC)C1=O (stereo unspecified)
-0.11	CC(=O)c1cccc(NC(=O)N2CCCC2C(=O)Nc2ccccc2C)c1 (stereo unspecified)
0.069	CCN(CC)Cc1cc(CCNC(=O)c2ccc(Cl)cc2)ccc1O
-0.81	CCOC(=O)c1cc2c(ccn2C)n1CC(=O)N1CCN(c2ccc(F)cc2)CC1
-3.6*	S=C(NCc1ccco1)N1CCN(Cc2ccc(Cl)cc2Cl)CC1
0.05	CCOC(=O)c1cnc(-c2ccccc2)nc1Oc1ccc(Cl)c(Cl)c1
-3.4*	Cc1ccccc1NS(=O)(=O)c1cc(C(=O)Nc2ccccc2-c2ccccc2)ccc1Cl
-0.35	CCOC(=O)c1cnn(-c2c(Cc3ccccc3)c(C)nc3c(-c4ccccc4)c(C)nn23)c1N
-1.1	CC(C)(C)c1cc2cccnc2n1Cc1ccccc1
-4.3*	O=C(Nc1ccc2c(c1)OCO2)C(c1ccc(Cl)cc1)N1CCN(C(=O)c2ccco2)CC1 (stereo unspecified)
0.32	CCN(CC)CCC(c1cc(OC)c(OC)c(OC)c1)c1c(OC)cc(OC)c2c(C)cc(=O)oc12 (stereo unspecified)
-0.34	C(=N\Nc1nc(Nc2ccccc2)nc(N2CCOCC2)n1)/c1c[nH]c2ccccc12
0.73	O=C(CSc1nccn1-c1ccccc1)NCc1ccc2c(c1)OCO2
-5.4*	Cc1ccc(CN(C(=O)C(F)(F)F)C(C(=O)NC2CCCCC2)c2ccco2)cc1 (stereo unspecified)
0.28	Cc1cc2cc(OCC(=O)O)ccc2n1C
0.81	Nc1c(C(=O)NCCN2CCOCC2)c2nc3ccccc3nc2n1CCc1ccccc1F
-0.73	Cc1nn(Cc2ccccc2Cl)c(C)c1C(=O)Nc1nnc(C2CC2)s1
-4	C[C@]12CC[C@@H]3c4ccc(OC(=O)c5ccccc5)cc4CC[C@H]3[C@@H]1CC[C@@H]2O
-0.072	CCOC(=O)N1CCN(CC(O)c2ccc3c(c2)CCN3)CC1 (stereo unspecified)
-1.1	CC1CN(S(=O)(=O)c2cccc(-c3csc(-c4ccccc4)n3)c2)CC(C)O1 (stereo unspecified)
-1.7	CS(=O)(=O)N(CC(=O)N1CCN(C(c2ccccc2)c2ccccc2)CC1)C1CCCCC1
-0.15	Cc1ccc(OCCCC(=O)Nc2ccc3c(c2)OCO3)cc1
-1.8	COc1ccc(/C=C/c2ccncc2)c2ccccc12

# The list goes on:
Cav32 inh	SMILES
-0.83	CS(=O)(=O)N(CC(=O)Nc1c(F)cccc1F)c1ccc(C23CC4CC(CC(C4)C2)C3)cc1
-1.6	CCOC(=O)c1ccccc1Nc1cn(C(C)=O)c2ccccc12
-0.076	O=C(C1=C[C@@H](c2ccccc2)C[C@@H](OCCCCO)O1)N1CCN(Cc2ccc3c(c2)OCO3)CC1
0.44	COC(=O)CN1C(=O)C(C)=C(c2ccc(C)cc2)S1(=O)=O
-2.1	C=CCNc1nc(Nc2ccc(OC)cc2)nc(OCC)n1
-0.1	Nc1csnc1C(=O)O
-0.74	CCCCNC(=O)C(c1ccc(-c2ccccc2)cc1)N(CCN1CCOCC1)C(=O)CCCCCN1C(=O)NC(c2ccc([N+](=O)[O-])cc2)C(C(=O)OCc2ccccc2)=C1C (stereo unspecified)
-0.2	CCN(CC)c1ncnc2c1sc1nc(C)cc(C)c12
-4.3*	C=CCn1c(SCc2c(C)noc2C)nc2sc3c(c2c1=O)CCCCC3
0.51	CCOC(=O)c1oc2ccccc2c1CSc1nnnn1-c1ccccc1
-1.7	COc1cccc(OCCOc2ccccc2OC(C)C)c1
1.2	Cc1ccc(S(=O)(=O)N2CCN(S(=O)(=O)N3CCOCC3)CC2)cc1C
-2.5	Cc1ccc(C(=O)N2CCN(c3ccc(C(F)(F)F)cn3)CC2)c(C)c1
-0.63	COc1cc(CNCC(O)c2ccccc2)ccc1OCc1ccc(Cl)nc1 (stereo unspecified)
1	O=C(Cc1n[nH]c(=O)c2ccccc12)NCc1ccccn1
1.7	CCOC(=O)C1=C(N)Oc2c(oc(CO)cc2=O)C1c1c(F)cccc1Cl (stereo unspecified)
0.51	c1ccc(-c2c3ccccc3nc3[nH]c4ccccc4c23)cc1
0.22	O=c1nc(N(c2ccccc2)c2ccccc2)[nH]c(=O)[nH]1
-0.27	O=C(Oc1ccc(Cl)c2cccnc12)N1CCCCCC1
-0.43	c1nc(NC2CCCCC2)c2[nH]cnc2n1
-0.036	CC(C)(C)c1ccc(C(=O)NNC(=O)c2ccccc2Br)cc1
-3	CC#CCN1c2ccccc2[C@]23C[C@@H](C(=O)OC)N(C(=O)NC(C)(C)C)C2=NC(C(=O)OC)=C(C(=O)OC)[C@H]13
-0.052	CC1Oc2ccccc2C=C1C1/C(=C(/O)c2ccccc2)C(=O)C(=O)N1CCCN(C)C (stereo unspecified)
0.14	O=C(Nc1cccnc1)Nc1ccc2c(c1)OCO2
-2.7	O=C(Nc1ccc2c(c1)CCC2)c1cc(S(=O)(=O)N2CCN(c3ccccc3)CC2)ccc1Cl
0.33	Nc1nonc1-c1nc2ccccc2n1CCC(=O)O
-0.29	O=C(Cn1c(=O)oc2ccccc21)NC(=O)NCc1ccccc1
